# High-throughput results: PubChem, several laboratories
# Tb MetRS inh: T. brucei MetRS inhibitors, primary screen, biochemical, luminescence; AID 624268, 2012; purified T. brucei MetRS, ATP depletion, Kinase-Glo luminescence; inhibition, % at 11.9 µM; 360,000 compounds, 0.4% hits; methionyl-tRNA synthetase (Trypanosoma brucei brucei);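 active = inhibition above a per-plate cutoff of the control wells' mean inhibition plus 3 SD, cut at about 5.5% in these data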;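 note: 0% = DMSO wells median and 100% = median of wells with control inhibitor compound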
#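 Material: parasite MetRS enzyme / Replication: singlicate, one well per compound / Signal: luminescence of leftover ATP / Schedule: 2 h aminoacylation at 25 °C after 15 min preincubation / Medium: HEPES-MgCl2-KCl buffer plus DTT, spermine, BSA, pyrophosphatase / Doses: 11.9 µM single point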
# Neddylation inh: inhibitors of cullin neddylation, primary screen, biochemical, TR-FRET, uHTS, NAE and Ubc12. NEDD8-conjugating enzyme Ubc12 (Homo sapiens) + NEDD8-activating enzyme E1 regulatory …. calls only at 25 µM. 360,000 compounds, 0.58% hits; in the data active = inhibition above about 36%
# Target sequence (P61081 whole entry, looked up): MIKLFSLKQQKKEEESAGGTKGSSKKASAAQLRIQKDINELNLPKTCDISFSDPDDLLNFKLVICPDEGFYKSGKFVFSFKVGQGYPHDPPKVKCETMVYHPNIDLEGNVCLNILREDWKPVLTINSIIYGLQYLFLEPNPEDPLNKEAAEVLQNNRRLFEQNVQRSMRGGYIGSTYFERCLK
# Target sequence (Q13564 whole entry, looked up): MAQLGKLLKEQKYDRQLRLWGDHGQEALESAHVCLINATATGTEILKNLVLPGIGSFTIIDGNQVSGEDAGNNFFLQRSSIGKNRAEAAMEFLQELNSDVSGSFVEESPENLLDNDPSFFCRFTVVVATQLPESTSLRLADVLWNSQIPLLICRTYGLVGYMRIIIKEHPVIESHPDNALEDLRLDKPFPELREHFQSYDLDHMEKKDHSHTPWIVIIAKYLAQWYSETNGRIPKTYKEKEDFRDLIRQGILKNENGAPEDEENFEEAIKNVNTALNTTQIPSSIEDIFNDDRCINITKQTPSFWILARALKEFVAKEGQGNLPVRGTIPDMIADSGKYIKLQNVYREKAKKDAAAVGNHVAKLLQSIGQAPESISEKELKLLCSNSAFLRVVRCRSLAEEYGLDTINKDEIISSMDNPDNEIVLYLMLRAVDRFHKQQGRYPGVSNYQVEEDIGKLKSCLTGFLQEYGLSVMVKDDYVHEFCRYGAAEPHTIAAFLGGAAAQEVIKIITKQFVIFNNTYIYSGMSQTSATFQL
# E coli Lon inh: inhibitors of E. coli Lon protease, primary screen, biochemical, fluorescence polarization; inhibition, % at 7.94 µM; P0A9M0; AID 602123, 2011; purified E. coli Lon protease; 360,000 compounds, 0.42% hits; in the data active = inhibition above about 13%, passing the limit was not always enough;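 note: 0% = enzyme with probe and DMSO and 100% = no enzyme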
# FAS-TE inh: FAS thioesterase domain inhibitors, primary screen, biochemical, fluorescence intensity, uHTS; 360,000 compounds, 0.67% hits; Fatty acid synthase (Homo sapiens), P49327; recombinant FAS-TE, OMFH fluorogenic substrate, fluorescence endpoint; inhibition, % at 15 µM; AID 602261, 2012;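 active = compounds whose normalised, plate-corrected inhibition of enzyme fluorescence in the single-dose primary screen is 50% or more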;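 note: 0% = DMSO with enzyme and 100% = substrate without enzyme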
# PABP1 MLLE inh: inhibitors of PABP1 MLLE–PAM2 peptide binding, primary screen, biochemical, fluorescence polarization, FITC-PAM2, GST-MLLE; Polyadenylate-binding protein 1 (Homo sapiens), P11940; inhibition, % at 20 µM; 360,000 compounds, 0.36% hits; in the data active = inhibition above about 35%, passing the limit was not always enough;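 note: plate controls were DMSO wells with GST-MLLE for no effect and wells lacking GST-MLLE protein for full effect; some results filed as inactive read as strong as hits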
# MsrA inhibitor: bovine MsrA enzyme inhibitors, primary screen, biochemical, absorbance, HTS | purified bovine MsrA, absorbance read-out | AID 651718, 2012 | Methionine sulfoxide reductase A (Bos taurus) | 360,000 compounds, 0.75% hits | inhibition, % at 15.5 µM; in the data active = inhibition above about 4.5%;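 note: 0% = vehicle wells with enzyme and 100% = reference inhibitor wells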
# MsrA act: bovine MsrA enzyme activators, primary screen, biochemical, absorbance, HTS; Methionine sulfoxide reductase A (Bos taurus); purified bovine MsrA, absorbance read-out; activation, % at 10.6 µM; 360,000 compounds, 0.3% hits; AID 602163, 2012; in the data active = activation above about 7.5%;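 note: 0% = vehicle and 100% = reference activator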
# CSN inh: inhibitors of CSN-mediated cullin deneddylation, primary screen, biochemical, fluorescence polarization, uHTS. COP9 signalosome complex subunit 5 (Homo sapiens), Q92905. Purified CSN, SCF-Nedd8-OG deneddylation. inhibition, % at 12.5 µM. 360,000 compounds, 0.38% hits. AID 651999, 2013;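 active = pattern-corrected inhibition above about 35%, with an unprinted fluorescence ratio check between 0.5 and 1.5, limit read from the data, passing the limit was not always enough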;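 note: 0% = enzyme with substrate and 100% = substrate without enzyme; some results filed as inactive read as strong as hits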
# Target sequence (Q92905 whole entry, looked up, one chain of several): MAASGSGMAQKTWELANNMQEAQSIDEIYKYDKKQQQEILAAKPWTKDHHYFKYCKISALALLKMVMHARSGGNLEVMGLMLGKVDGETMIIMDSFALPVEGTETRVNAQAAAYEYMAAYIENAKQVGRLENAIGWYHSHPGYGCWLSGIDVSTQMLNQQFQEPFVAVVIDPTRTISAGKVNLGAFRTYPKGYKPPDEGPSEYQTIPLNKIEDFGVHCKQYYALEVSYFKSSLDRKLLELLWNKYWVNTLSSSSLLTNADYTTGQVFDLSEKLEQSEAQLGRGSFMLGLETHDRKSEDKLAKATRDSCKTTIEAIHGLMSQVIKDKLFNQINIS
#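 Assay system: purified human Csn5 enzyme expressed in HEK293T cells; Input: 0.24 nM Csn5 enzyme, final concentration; Reagent: 10 nM SCFSkp2-Nedd8OG; Compound dosing: 12.5 µM single point; Times: reaction 90 min, room temperature; Technique: fluorescence polarization readout.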
# Rin1 Abl inh: inhibitors of Rin1-Abl protein binding, primary screen, biochemical, TR-FRET | inhibition, % at 7.35 µM | 360,000 compounds, 0.4% hits | AID 588664, 2011; in the data active = inhibition above about 5%, passing the limit was not always enough
# Starred values were filed as active, the others as inactive; i = inactive; x = no result given; + = active, no number.
(1) COc1cc(NCC2COc3c(ccc(OC)c3OC)C2=O)c([N+](=O)[O-])cc1OC (stereo not drawn)
(2) C/C(=N\NC(=O)CCC(=O)NCc1ccccc1)c1ccc([N+](=O)[O-])cc1
(3) CCOC(=O)N1CCC(NC(=O)C2CCCN(S(=O)(=O)c3cccnc3)C2)CC1 (stereo not drawn)
(4) O=C(O)CSCC(=O)N1CCCN(c2ccc(C(F)(F)F)cn2)CC1
(5) COc1ccc(Br)cc1CNc1ccc2[nH]c(=O)[nH]c2c1
(6) CCOC(=O)c1cnc2ccc(C)cc2c1NCCO
(7) CCOc1ccc(N2CC(NS(=O)(=O)c3cccnc3)CC2=O)cc1 (stereo not drawn)
(8) CCN(c1ccccc1)S(=O)(=O)c1nnc(NC(=O)c2ccccc2OC)s1
(9) CC(=O)c1ccc(N2CCN(S(=O)(=O)c3ccc4c(c3)CCC(=O)N4)CC2)cc1
(10) CCC(c1nnnn1-c1ccc2c(c1)OCCO2)N1CCN(c2ccccc2)CC1 (stereo not drawn)
assay / entry | 1 | 2 | 3 | 4 | 5 | 6 | 7 | 8 | 9 | 10
FAS-TE inh | 20 | 6 | -8 | -8 | 0 | -6 | -6 | 18 | 4 | 11
Rin1 Abl inh | -13 | 1 | 0 | 2 | -3 | -3 | -2 | 3 | -1 | x
MsrA inhibitor | 1.1 | -0.2 | 0.4 | 0.0 | 0.8 | 2.2 | -0.3 | 0.4 | 3.4 | -0.5
E coli Lon inh | 6 | -10 | 1 | -1 | -49 | -5 | 4 | -7 | 4 | -1
CSN inh | -3 | 0 | 4 | 2 | -4 | 1 | -4 | -2 | -4 | -1
Tb MetRS inh | -0.7 | -0.1 | -1.6 | -0.3 | 0.5 | -0.8 | 0.0 | 0.1 | -0.4 | 0.6
PABP1 MLLE inh | -8 | -6 | 3 | -6 | 14 | 5 | -11 | 3 | 6 | x
Neddylation inh | i | i | i | i | i | i | i | i | i | i
MsrA act | -3 | -1 | -6 | -4 | -4 | -1 | -3 | 0 | -1 | 0

(11) CN1CCN(C(=O)/C(=C/c2ccco2)NC(=O)c2ccccc2)CC1
(12) N#CC(C(=O)Nc1ccc(Cl)c(Cl)c1)=C1Nc2ccccc2N1
(13) Clc1ccc(CN2CCN(c3ncccn3)CC2)c(Cl)c1
(14) CC(C)(C)NC(=O)CN(C(=O)CS(=O)CC(=O)Nc1ccc(F)cc1)c1ccc(Cl)cc1 (stereo not drawn)
(15) CCC(CC)NC(=O)COc1ccc(OC)cc1C=O
(16) O=C(/C=C/c1ccc2c(c1)OCO2)N1CCOCC1
(17) CCN1CCN(C(=O)C2COc3ccccc3O2)CC1 (stereo not drawn)
(18) CCOC(=O)c1[nH]c(C)c(C(=O)NC2CCCCC2)c1C
(19) O=C(O)c1cc2c([nH]c1=O)CCCC2
(20) Cc1cccc(NS(=O)(=O)c2ccc(C(=O)N3CCN(c4ccccc4O)CC3)cc2)c1C
assay / entry | 11 | 12 | 13 | 14 | 15 | 16 | 17 | 18 | 19 | 20
FAS-TE inh | -4 | 6 | 7 | -2 | -4 | -4 | -4 | -4 | -6 | 3
Rin1 Abl inh | 1 | 0 | 1 | 2 | -1 | -1 | -2 | 0 | 2 | -1
MsrA inhibitor | 2.5 | 2.0 | 0.4 | 0.1 | -0.7 | 3.5 | 0.6 | 0.4 | 2.6 | -0.6
E coli Lon inh | 9 | -7 | 0 | -11 | 11 | -5 | -11 | 0 | 8 | 10
CSN inh | 2 | 4 | 6 | 1 | -2 | 1 | 0 | -4 | 3 | 6
Tb MetRS inh | -0.4 | 0.0 | 0.1 | 0.7 | -0.1 | -0.1 | -0.6 | 0.4 | -0.1 | -0.3
PABP1 MLLE inh | 3 | 3 | -3 | 8 | -1 | 3 | -3 | -2 | -4 | -9
Neddylation inh | i | i | i | i | + | i | i | i | i | i
MsrA act | -2 | -2 | -1 | 0 | -2 | -4 | -9 | 2 | -3 | -6

# Given with bars between the fields: entries from further up
nr | canonical_smiles | FAS-TE inh | Rin1 Abl inh | MsrA inhibitor | E coli Lon inh | CSN inh | Tb MetRS inh | PABP1 MLLE inh | Neddylation inh | MsrA act
14 | CC(C)(C)NC(=O)CN(C(=O)CS(=O)CC(=O)Nc1ccc(F)cc1)c1ccc(Cl)cc1 (stereo not drawn) | -2 | 2 | 0.1 | -11 | 1 | 0.7 | 8 | i | 0
15 | CCC(CC)NC(=O)COc1ccc(OC)cc1C=O | -4 | -1 | -0.7 | 11 | -2 | -0.1 | -1 | + | -2
16 | O=C(/C=C/c1ccc2c(c1)OCO2)N1CCOCC1 | -4 | -1 | 3.5 | -5 | 1 | -0.1 | 3 | i | -4
17 | CCN1CCN(C(=O)C2COc3ccccc3O2)CC1 (stereo not drawn) | -4 | -2 | 0.6 | -11 | 0 | -0.6 | -3 | i | -9
18 | CCOC(=O)c1[nH]c(C)c(C(=O)NC2CCCCC2)c1C | -4 | 0 | 0.4 | 0 | -4 | 0.4 | -2 | i | 2

# (continued)
(21) O=C1CC2(CCN(C(=O)c3ccccc3[N+](=O)[O-])CC2)Oc2ccccc21
(22) CC(=O)Oc1c2occc2cc2ccc(=O)oc12
(23) O=C1CCCc2nn(-c3ccccc3)nc21
(24) CC(=O)Nc1ccc(N/C=C/C(=O)c2ccccc2)cc1
(25) O=C1CSC(c2cccnc2)N1c1ccccc1 (stereo not drawn)
(26) O=C(CSc1nnc(-c2ccc(F)cc2)c2ccccc12)Nc1ccccc1
(27) O=[N+]([O-])c1ccc(C[n+]2cccc3ccccc32)cc1
(28) CC(C)=CCN1CCN(Cc2cccc3nonc23)CC1CCO (stereo not drawn)
(29) O=C(O)c1c[nH]c2nccnc12
(30) Cc1ccc(O)c(C(CC(=O)NCc2ccco2)c2ccccc2)c1 (stereo not drawn)
assay / entry | 21 | 22 | 23 | 24 | 25 | 26 | 27 | 28 | 29 | 30
FAS-TE inh | -1 | -7 | -6 | -2 | 0 | 16 | -10 | -3 | -7 | 5
Rin1 Abl inh | 4 | -4 | -2 | -1 | 5 | 1 | -1 | -2 | -2 | 0
MsrA inhibitor | 0.0 | 0.4 | -1.0 | 2.3 | -0.4 | 1.6 | 1.0 | -0.7 | 0.7 | -0.8
E coli Lon inh | -4 | -5 | -1 | -2 | 3 | -2 | -41 | 4 | -4 | 3
CSN inh | 1 | -4 | 3 | 1 | -6 | 1 | 17 | -14 | 8 | -5
Tb MetRS inh | -0.2 | -0.4 | -0.4 | 0.3 | -0.4 | 0.1 | -0.4 | 0.1 | -0.2 | -0.6
PABP1 MLLE inh | 4 | 10 | -5 | -5 | 17 | 8 | -120 | -3 | 1 | 10
Neddylation inh | i | i | i | i | i | i | i | i | i | i
MsrA act | 0 | -4 | 1 | -4 | -5 | -2 | -1 | -4 | -2 | 0

(31) O=C1CC(NNc2ccccc2)C(=O)N1c1cccc(Cl)c1 (stereo not drawn)
(32) CCCOc1ccc(-c2nc(N3CCN(C)CC3)c3ccccc3n2)cc1
(33) COc1ccc(S(=O)(=O)N2CCC[C@@H]2C(=O)N2CCC[C@H]2C(=O)NCc2ccncc2)cc1C
(34) CCC(=O)Nc1ccc(NC(=O)/C=C/c2ccc(Cl)cc2)cc1
(35) C=CCNc1nc2c(c(=O)[nH]c(=O)n2C)n1Cc1cccc(C)c1
(36) CC1CCN(Cc2c(O)ccc3c(=O)c(-c4nc5ccccc5s4)c(N)oc23)CC1
(37) COc1ccc(N(CC(=O)NCc2ccco2)S(=O)(=O)c2ccc(OC)c(OC)c2)cc1
(38) CCOC(=O)c1cccnc1SC(CC)C(=O)N1CCOCC1 (stereo not drawn)
(39) CCOc1cc(/C=C(\C(=O)O)c2ccc(S(=O)(=O)N3CCCC3)s2)ccc1OC
(40) CCOc1cccc(/C=N/Nc2ccc(S(=O)(=O)N(CC)CC)cn2)c1O
assay / entry | 31 | 32 | 33 | 34 | 35 | 36 | 37 | 38 | 39 | 40
FAS-TE inh | 1 | 9 | -14 | -5 | 0 | -11 | -3 | -8 | -8 | -5
Rin1 Abl inh | 0 | -1 | x | 1 | 2 | 1 | 2 | -1 | -3 | -4
MsrA inhibitor | 1.7 | 2.0 | 0.7 | 0.3 | -0.9 | 0.2 | -1.8 | -1.3 | 2.3 | 1.6
E coli Lon inh | 6 | -9 | -8 | 6 | -3 | 9 | -2 | 8 | 4 | -12
CSN inh | -1 | -5 | -3 | -11 | 5 | 2 | 6 | -1 | -1 | 7
Tb MetRS inh | -1.1 | -1.1 | -1.6 | -0.7 | -0.3 | -0.5 | -0.9 | 0.3 | -0.5 | -0.2
PABP1 MLLE inh | 3 | 2 | x | -7 | -6 | 13 | 6 | 10 | 12 | 2
Neddylation inh | i | x | i | i | i | x | i | i | i | i
MsrA act | -13 | -1 | -9 | -8 | 0 | -8 | -4 | -2 | -10 | -2

(41) CC(C)(O)c1ccc2c(c1)CCC1C(C)(C(=O)O)CCCC21C (stereo not drawn)
(42) CN(CC(=O)NCCc1ccccc1)S(=O)(=O)c1ccccc1
(43) C[C@H](NC(=O)OC(C)(C)C)c1nnc(SCC(=O)c2ccc(Cl)cc2)o1
(44) COc1ccccc1CCC(=O)Nc1ccc(S(=O)(=O)Nc2cc(C)nc(C)n2)cc1
(45) O=C(CSC1=NCCN1)Nc1cccc(C(F)(F)F)c1
(46) CC(C)NC(=O)C1CCN(C(=O)c2cc3sccc3n2Cc2ccc(F)cc2)CC1
(47) O=C(/C=C/c1ccc(Cl)cc1)N1CCN(c2ccccn2)CC1
(48) COc1ccc(CCNC(=O)c2cc([C@@H](NC(=O)OC(C)(C)C)C(C)C)sc2N)cc1OC
assay / entry | 41 | 42 | 43 | 44 | 45 | 46 | 47 | 48
FAS-TE inh | -4 | -10 | 0 | -9 | -100 | 0 | -7 | x
Rin1 Abl inh | -2 | -2 | 2 | 4 | -1 | 0 | -3 | x
MsrA inhibitor | 0.4 | 1.0 | -0.7 | -0.6 | 0.1 | x | -0.3 | 0.1
E coli Lon inh | -7 | 1 | -3 | 4 | -10 | -5 | 12 | x
CSN inh | 8 | -1 | -1 | 0 | -2 | 2 | 3 | 2
Tb MetRS inh | -1.8 | -0.2 | 0.7 | -0.5 | 0.8 | -0.2 | -0.5 | -0.3
PABP1 MLLE inh | -8 | 8 | -44 | -36 | 22 | 10 | 9 | x
Neddylation inh | i | i | i | i | i | i | i | i
MsrA act | -7 | -10 | 1 | -6 | -2 | 2 | -9 | x
